# Efflux pump inh = inhibitors of Candida efflux pumps in yeast, primary screen, S. cerevisiae, Nile Red, multiplex | S. cerevisiae Candida pump triplex | inhibition, % at 10 µM | hit rate 0.44% among 330,000 | AID 485275, 2010;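 active means plate passing quality check with inhibition over a set limit, or well fluorescence over plate mean plus 4 SD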;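 further: Nile Red retained in pooled yeast measured as flow cytometry median fluorescence; 0% = buffer negative control and 100% = Enniatin B positive control; higher means more Nile Red kept so more efflux inhibition; some compounds called inactive have numbers as strong as hits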
# LYPLA2 counter = LYPLA2 inhibitors, primary screen, counter-screen for PME1 inhibitor project, biochemical, fluorescence polarization, FP-Rh probe ABPP | inhibition, % at 5.9 µM | recombinant LYPLA2 | AID 2177, 2009 | hit rate 0.38% among 320,000 | Acyl-protein thioesterase 2 (Homo sapiens), O95372;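 active means inhibition above the screen-wide mean plus 3 SD, limit set per campaign, cut at about 26% in these data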;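 further: 0% = LYPLA2 with DMSO and 100% = wells lacking LYPLA2 enzyme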
# Target sequence (O95372 whole entry, looked up): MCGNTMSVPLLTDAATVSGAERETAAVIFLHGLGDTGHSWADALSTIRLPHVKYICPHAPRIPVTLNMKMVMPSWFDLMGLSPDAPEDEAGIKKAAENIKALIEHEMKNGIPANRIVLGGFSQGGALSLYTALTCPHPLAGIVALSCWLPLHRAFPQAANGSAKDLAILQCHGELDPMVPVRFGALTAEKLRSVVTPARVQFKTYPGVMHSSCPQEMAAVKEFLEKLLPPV
# TPT1 inh = Candida albicans TPT1 enzyme inhibitors, primary screen, biochemical, fluorescence polarization; recombinant caTPT1, FP RNA substrate dephosphorylation; inhibition, % at 5 µM; hit rate 0.81% among 300,000;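 active means inhibition above the mean of all tested compounds plus 3 SD, set per screening campaign, cut at about 24% in these data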;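 further: plate controls were DMSO alone for no effect and ferristatin control at 100 nM for full effect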
# PREPL inh = PREPL enzyme inhibitors, primary screen, biochemical, fluorescence polarization; Prolyl endopeptidase-like (Homo sapiens), Q4J6C6; inhibition, % at 5.96 µM; recombinant PREPL, fluorescence polarization activity-based probe; hit rate 0.68% among 320,000; in the data active means inhibition above about 43%;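 further: 0% = enzyme with DMSO and 100% = wells lacking enzyme; many of its hits are not listed in these tables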
# GASC-1 inh = inhibitors of GASC-1 histone demethylase, primary screen, biochemical, fluorescence, DELFIA europium | GST-JMJD2C(1-420) H3K9me3 demethylation | inhibition, % at 2.35 µM | hit rate 0.069% among 330,000 | AID 2099, 2009;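 active means more than half of a compound's replicate wells show inhibition beyond 50%, single wells judged on their own value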;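 further: signal counts dimethyl H3K9 product captured on neutravidin plate; 0% = median of DMSO wells and 100% = 0.3 times that DMSO median; strong numbers were not always called active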
# HCV core dimer = inhibitors of HCV core protein dimerization, primary screen, biochemical, TR-FRET, high-throughput; TR-FRET GST/Flag-core106 dimerization, 1536-well; inhibition, % at 5 µM; hit rate 0.33% among 300,000; AID 1899, 2009;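 active means inhibition above the mean of all tested compounds plus 3 SD, set per screening campaign, cut at about 45% in these data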
#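 System: GST-tagged and Flag-tagged HCV core protein residues 1-106 / Input: core106 proteins, GST 13.5 nM and Flag 17 nM / Buffer or medium: KF-containing HEPES buffer, pH 7.45, DTT, CHAPS, BSA / Probe or stimulus: Eu-anti-GST and XL665-anti-Flag labelled anti-tag antibodies / Schedule: 4 h, 22.5 °C incubation / Technique: TR-FRET 671 and 617 nm emission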
# Fh CTSL1 inh = Fasciola hepatica cathepsin L1 inhibitors, primary screen, counter-screen for PFM18AAP inhibitor project, biochemical, QFRET, fluorogenic peptide substrate; recombinant F. hepatica cathepsin L1, Z-Leu-Arg-MCA fluorescence; inhibition, % at 5.96 µM; hit rate 0.49% among 300,000;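 active means inhibition above the mean of all tested compounds plus 3 SD, set per screening campaign, cut at about 17% in these data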;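 further: 0% = plate median of test compound wells and 100% = 1 µM Z-Phe-Ala-diazomethylketone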
# PP5 primary = PP5 phosphatase inhibitors, primary screen, biochemical, fluorescence; Serine/threonine-protein phosphatase 5 (Homo sapiens), P53041; inhibition, % at 6.7 µM; purified PP5c, OMFP substrate fluorescence; hit rate 0.18% among 320,000;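 active means inhibition above the campaign's mean inhibition across all tested compounds plus 3 SD, cut at about 9.5% in these data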;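 further: 0% = DMSO only and 100% = 100 µM cantharidin control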
# Target sequence (P53041 whole entry, looked up): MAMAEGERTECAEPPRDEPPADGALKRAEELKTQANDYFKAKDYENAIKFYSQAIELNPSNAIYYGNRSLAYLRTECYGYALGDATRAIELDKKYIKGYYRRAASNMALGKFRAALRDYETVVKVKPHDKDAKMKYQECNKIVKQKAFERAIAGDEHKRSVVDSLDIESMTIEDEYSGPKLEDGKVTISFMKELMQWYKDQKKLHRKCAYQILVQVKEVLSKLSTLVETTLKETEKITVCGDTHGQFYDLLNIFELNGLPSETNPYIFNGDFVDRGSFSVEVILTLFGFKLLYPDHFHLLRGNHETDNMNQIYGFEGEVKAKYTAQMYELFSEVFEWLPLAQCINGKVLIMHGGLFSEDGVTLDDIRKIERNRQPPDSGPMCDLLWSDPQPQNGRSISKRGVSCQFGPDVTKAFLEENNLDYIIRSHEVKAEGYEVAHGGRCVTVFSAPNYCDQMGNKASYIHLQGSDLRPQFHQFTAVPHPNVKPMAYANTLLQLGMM
# PP1 counter = PP1-alpha phosphatase inhibitors, primary screen, counter-screen for PP5 inhibitor project, biochemical, fluorescence, OMFP substrate, single point. Serine/threonine-protein phosphatase PP1-alpha catalytic subunit (Homo sapiens), P62136. inhibition, % at 6.7 µM. AID 2235, 2010. hit rate 0.9% among 320,000. purified PP1alpha;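 active means inhibition above the mean inhibition of all tested compounds plus 3 SD, computed separately for each screening campaign, cut at about 15% in these data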
# Target sequence (P62136 whole entry, looked up): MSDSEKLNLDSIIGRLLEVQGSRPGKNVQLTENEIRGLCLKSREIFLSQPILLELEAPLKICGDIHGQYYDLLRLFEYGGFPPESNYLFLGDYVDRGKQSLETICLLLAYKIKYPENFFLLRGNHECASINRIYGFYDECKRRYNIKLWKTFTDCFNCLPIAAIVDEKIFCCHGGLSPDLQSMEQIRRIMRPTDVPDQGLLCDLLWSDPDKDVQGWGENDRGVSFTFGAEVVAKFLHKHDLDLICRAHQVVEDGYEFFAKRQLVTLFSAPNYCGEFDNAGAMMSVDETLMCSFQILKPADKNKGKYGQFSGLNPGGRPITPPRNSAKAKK
# * hit, by the source's call; · = not tested or not shown. Not all compounds are listed, so the mix of outcomes need not match the whole.
SMILES,Efflux pump inh,LYPLA2 counter,TPT1 inh,PREPL inh,GASC-1 inh,HCV core dimer,Fh CTSL1 inh,PP5 primary,PP1 counter
CC(C(=O)NCCN1C(=O)S/C(=C\c2cccs2)C1=O)N1C(=O)c2ccccc2C1=O (stereo not given),0.1,3,0,0,7,7,2,-1.0,-2
CC(C)N=C1NN=C(c2ccc(F)cc2)CS1,-0.1,-1,1,2,-1,-4,17*,1.4,2
Cc1cc(=O)oc(C)c1C(=O)NCc1c(F)cc(F)cc1F,0.0,3,1,16,-21,-3,2,1.3,-1
CCn1cc(/C=C/C(=O)Nc2ccc(C)cc2Br)cn1,0.5,3,2,-3,-2,-8,-3,2.8,-2
CCc1ccc(C(=O)/C=C2\Sc3ccccc3NC2=O)cc1,0.1,12,-2,2,10,1,-1,3.1,-1
CC(NC(=O)c1cc2ccccc2o1)c1ccccc1 (stereo not given),0.0,-3,-2,-3,-3,9,3,1.5,4
NC(=O)c1ccsc1NC(=O)COC(=O)C1CCCN1C(=O)c1cccs1 (stereo not given),-0.1,2,0,-15,111,8,-2,3.8,-6
Clc1cccc(Cl)c1CNc1ccc(N2CCCC2)cc1,0.2,6,4,26,3,24,1,2.8,19*
O=C(O)c1ccccc1Sc1ccccc1S(=O)(=O)NC1CCCCC1,-0.1,3,-2,1,-2,2,1,0.0,0
CN(C)c1ccc(/C=N\NC(=O)c2cccc3cc[nH]c23)cc1,0.1,-1,1,8,-6,-13,2,3.5,-5
CC(=O)Oc1ccc(N2C(=O)C3C(C2=O)C(C(=O)c2ccc(Cl)cc2)N2CCCC32)cc1 (stereo not given),-0.1,-6,-9,16,-6,8,-2,-0.1,-1
Cn1ccnc1Sc1nc2ccccc2nc1NS(=O)(=O)c1ccccc1,0.0,0,-3,7,-8,-2,3,1.1,3
CCCCCCCCCCn1cc(C(C)=O)c(=O)[nH]c1=O,0.0,8,-3,1,129,1,4,0.8,0
O=C1CC(c2ccccc2)CC(O)=C1C=NCCN1CCN(C(=S)Nc2cccc(Cl)c2)CC1 (stereo not given),0.0,3,2,16,8,1,6,0.7,-3
CCOc1ccc(CN(C)CC(=O)Nc2ccc3c(c2)CCC3)cc1OC,-0.2,8,-1,8,-6,-3,0,0.3,0
Cc1ccc(NC(=O)C(C)C(=O)Nc2ccc(C)cc2)cc1,0.0,-3,5,-23,-21,4,1,4.6,-1
Cc1cccc(/C=N/NC(=O)c2ccc(NC(=O)c3ccccc3C)cc2)n1,0.1,-4,3,-2,-9,13,-1,2.0,1
CCOC(=O)c1ccc(NC(=O)c2nc[nH]c2C(=O)N[C@@H](CCCCNC(=O)OC(C)(C)C)C(=O)OC(C)(C)C)cc1,0.2,-57,-2,-8,-10,10,6,8.3,3
Cc1ccc(NC(=O)c2sc(C)nc2C)c(C)c1,0.0,5,-1,0,2,2,18*,0.4,-1
CCOC(=O)N1C2C=C(C)[C@@H]2[C@@H]2CC(=O)N21 (stereo not given in full),0.1,7,1,-6,0,-1,3,3.9,-2
COc1ccc(OCCSc2nnc(C(C)NC(=O)c3ccccc3F)n2C)cc1 (stereo not given),-0.1,8,-1,6,-5,-2,-6,-2.1,-3
N/C(=N\OC(=O)CCCN1C(=O)c2ccccc2C1=O)c1ccccn1,0.1,4,-2,30,14,-2,-38,2.4,-1
COC(=O)CCCCC(=O)OC,-0.1,2,·,0,4,·,·,2.2,-3
CC(C(=O)NCC1CCCCC1)N(C)Cc1ccc(Br)cc1 (stereo not given),-0.1,-8,1,-14,-1,9,2,3.9,2
Cc1ccc(CSc2nc3[nH]ncc3c(=O)[nH]2)cc1,0.0,-1,-2,-23,-15,5,0,-0.5,1
CC(NC(=O)Cc1ccccc1)c1ccccc1 (stereo not given),0.2,3,1,-1,-2,-9,-3,2.4,-4
COc1ccc(C(=O)Nc2ccc(Cl)cc2C(=O)NCc2ccco2)cc1OC,-0.1,-13,-9,-11,-17,3,0,5.4,2
O=C(CCN1CCOCC1)Nc1cc(C(=O)Nc2ccc(Cl)cc2)ccc1N1CC2CC(C1)c1cccc(=O)n1C2 (stereo not given),0.0,-7,-2,41,-7,0,0,-2.9,0
Cc1ccc(NC(=O)C2CC(=O)N(c3ccc4c(c3)OCCO4)C2)nc1 (stereo not given),0.1,1,-3,0,-1,0,2,0.4,-2
CC1(C(=O)O)CC(C)(C(=O)O)CC(C)(C(=O)O)C1 (stereo not given),0.1,-1,1,14,-4,-1,0,0.6,-4
CCO[C@@H]1OC(C(N)=O)=C[C@H](c2ccc(C(F)(F)F)cc2)[C@H]1CCCO,0.1,-2,-2,-4,0,-9,1,3.1,-1
O=C(c1ccco1)N1CCN(S(=O)(=O)c2cccc3nsnc23)CC1,-0.1,4,-2,-11,3,-1,-5,-0.6,-2
O=C1CC(C(=O)N2CCc3ccccc32)CN1c1ccccc1 (stereo not given),0.2,-3,1,0,-15,9,1,0.9,-1
CCCN(CCC)CCNC(=O)CCC(=O)Nc1ccc2nc(N3CCOCC3)cc(C)c2c1,-0.1,10,-3,17,-33,-14,1,4.7,4
Cc1noc(C)c1C(=O)N(C)Cc1ccccc1,0.0,1,0,-3,0,-3,0,-2.7,1
COc1ccc(C(=O)NCC(=O)N/N=C/c2ccco2)cc1OC,0.0,-8,-5,4,-9,-8,0,-6.3,-3
O=c1ccc2c(-c3ccccc3S(=O)(=O)O)c3ccc(O)c(O)c3oc-2c1O,0.0,-53,·,34,80*,·,·,9.9*,6
CC(NC(=O)C(C)N1CCN(Cc2ccccc2)CC1)c1ccccc1 (stereo not given),-0.2,15,-1,-5,4,-1,3,0.7,-4
COc1cccc(Nc2nc(N)c([N+](=O)[O-])c(NCc3ccco3)n2)c1,-0.3,-16,-3,4,6,4,4,1.9,0
CCOC(NC(=O)c1ccccc1)C(NC(=O)c1ccccc1)OCC (stereo not given),-0.1,9,1,-3,-7,-2,5,-1.1,2
COc1ccc(CCN2C(=O)CCC2(C)C(=O)NC2CCCC2)cc1OC (stereo not given),0.0,-3,-1,2,-10,-1,-5,-1.0,-3
CCCn1c(=O)c(C(=O)NCc2ccccc2Cl)c(O)c2ccccc21,-0.2,-1,0,-3,-2,-6,-2,1.0,-2
CN(C)C(=C(C#N)C#N)N1CCN(c2ccc(Cl)cc2)CC1,-0.1,3,-3,-13,19,1,-1,0.4,1
CCn1c(COc2cccc(OC)c2)nnc1SCC(=O)Nc1ccccc1C(=O)OC,0.2,-3,1,4,·,5,0,-1.2,-2
Cc1cccc(-n2ncc3c2CCCC3NC(=O)c2ccc[n+]([O-])c2)c1C (stereo not given),0.1,-1,5,15,-16,-11,-1,-0.1,3
CCN(CC)C(=O)c1ccc2nc(-c3ccccc3)c(-c3ccccc3)nc2c1,0.0,4,-4,15,3,3,6,1.4,-2
COc1ccc2c(c1)[C@@H]1[C@H](CO2)[C@H](c2ccccc2)[C@]2(C)C(=O)NCC(=O)N12,-0.3,0,·,-2,4,·,·,-1.8,-4
CCN(CC)CCn1c2c(c(SCC(=O)Nc3ccc(F)c(F)c3)nc1=O)CCC2,0.0,-4,2,0,-2,-5,3,0.2,-4
CCN(CC)CCNC(=O)c1ccc(NC(=O)c2cccc(-n3cnnn3)c2)cc1,0.1,3,-1,5,10,0,2,1.8,-7
CC1CC(C)CN(C(=O)C(C)N(C)CC(=O)Nc2ccc(F)cc2)C1 (stereo not given),0.1,2,·,-2,4,·,·,-1.1,-2
COc1ccc2oc(=N)c(C(=O)Nc3ccc(F)cc3)cc2c1,0.2,-6,0,-5,7,0,0,1.4,0
Cc1cccn2c(=O)nc(SCC(=O)NCc3ccco3)nc12,-0.1,-2,-3,3,33,2,-1,0.1,2
COc1ccc(OCC(=O)N(Cc2sccc2C)C2CCS(=O)(=O)C2)cc1 (stereo not given),0.1,4,0,5,17,2,-4,0.3,-3
COc1ccccc1-n1cnnc1SCC(=O)N1CCN(C(=O)c2ccco2)CC1,0.2,3,-2,8,4,5,1,-2.4,-1
CCOC(=O)C1(CCCc2ccccc2)CCN(C(=O)c2cc(C)nc(C)n2)CC1,0.3,-6,0,16,16,-8,0,4.2,3
O=C(N/N=C/c1ccncc1)c1cnccn1,-0.1,-1,-2,2,-3,-2,0,0.5,-4
CCC1CCC(C(=O)NNC(=O)c2cc(-c3ccco3)[nH]n2)CC1 (stereo not given),0.7,-8,16,9,-19,19,-5,-1.6,3
CC(=O)N1CCC2(CC1)CC(=O)c1cc(OCC(=O)NCc3ccco3)ccc1O2,-0.1,7,1,17,-21,-6,4,4.8,0
COc1ccc(/C(O)=C/c2nc3ccc(C(=O)NCCc4cccc(C)c4)cc3[nH]c2=O)cc1OC,-2.8,-29,67*,-2,10,30,-4,1.1,-2
C=CCc1ccc(OCC(O)COc2ccc(CC=C)cc2OC)c(OC)c1,0.0,2,1,0,-2,-17,0,3.8,4

# The listing continues:
SMILES,Efflux pump inh,LYPLA2 counter,TPT1 inh,PREPL inh,GASC-1 inh,HCV core dimer,Fh CTSL1 inh,PP5 primary,PP1 counter
COc1cccc(-c2c(-c3cc(OC)cc(OC)c3)n(C)c3ccc(-c4ccc(OC)nc4)cc23)c1,-0.1,-1,·,16,-3,·,·,1.6,3
Cc1[nH]c(=O)[nH]c(=O)c1S(=O)(=O)NCCc1ccc(S(N)(=O)=O)cc1,0.0,-3,-5,11,-1,1,0,-1.0,-4
Nc1nc(CN2CCCCCC2)nc(Nc2ccc(F)cc2)n1,-0.2,10,3,16,-12,-7,2,-1.5,6
Cc1ccc(-n2nc(CN3CCOCC3)c(-c3ccccc3)c2N)c(C)c1,-0.1,-4,1,6,-4,-8,2,0.5,-1
CCn1c(C)nc2cc(C(=O)OC(C(F)(F)C(F)F)C(F)(F)C(F)F)ccc21,0.1,4,-1,8,8,-5,3,6.6,3
Clc1ccc(-c2nnc(CCc3ccccc3)o2)c(Cl)c1,0.1,4,0,2,-14,2,-1,2.8,4
Cn1cc(S(=O)(=O)c2ccccc2)c(=O)c2cc(F)c(N3CCOCC3)cc21,-0.1,-8,3,5,-29,-14,4,1.6,-3
C/C(=C/c1ccccc1)C(=O)N1CCN(c2ccc(F)cc2)CC1,0.3,3,-1,-8,3,10,-1,1.4,-1
